Screening data as filed in PubChem.
T cell modulator: modulates CD8 T cell binding to vesicles | 2C CD8+ T cell-vesicle binding, flow cytometry; hits give low values | calls only at 7 µM | actives 0.068% (n = 330,000) | AID 2052;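 active = response, share of CD8 T cells binding vesicles, and their 90th percentile fluorescence all below set limits, cut at about 80% in these data, passing the limit was not always enough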
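material = purified 2C TCR transgenic mouse naive CD8+ T cells | controls = Unloaded micro-vesicles (low), QL9 vesicles with 0.7% DMSO (high) | detection = cytometric PE anti-B7-1 and Alexa647 anti-CD8 signals after 1% paraformaldehyde fixation | incubation = binding step 1.5 h, 37 °C, antibody labelling 20 min, ice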
T cell modulator vesicle-bound %: further read-out of T cell modulator, marked with its call; double positive events, %; measured here: CD8+ vesicle-bound cell fraction;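 binding gate set so that unloaded-vesicle control wells show 10% double positive cells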
* = called active by the depositor; i = inactive; + = active, no number.

T cell modulator	T cell modulator vesicle-bound %	smiles
i	16.8	O=C(CN1CCN(C(=O)c2cccc(S(=O)(=O)N3CCCC3)c2)CC1)Nc1ccc(F)cc1
i	14.3	O=C(NCc1ccccc1C(F)(F)F)c1cccc2c1C(=O)c1ccc(N3CCOCC3)cc1S2(=O)=O
i	42.5	Cc1cc(C(=O)OCC(=O)N(C)c2c(N)n(Cc3ccccc3)c(=O)[nH]c2=O)c(C)n1-c1ccccc1
i	32.7	O=C(CN1C(=O)NC2(CCc3ccccc32)C1=O)c1ccc(Br)s1 (stereo not drawn)
i	36.9	Cc1ccc(S(=O)(=O)N2CCCCC2C(=O)Nc2ccc(N(C)C)cc2)cc1 (stereo not drawn)
i	40.4	O=C(Cn1cnc2ccccc2c1=O)N1CCN(S(=O)(=O)c2ccc(F)cc2)CC1
i	24.3	O=C(COc1ccc(S(=O)(=O)N2CCOCC2)cc1)N1CCOCC1
i	42.4	Cn1c(CCC(=O)O)nc2cc(S(=O)(=O)N3CCCC3)ccc21

T cell modulator	T cell modulator vesicle-bound %	smiles
i	38.5	CCOc1ncccc1C(=O)N1CCN(S(=O)(=O)c2ccc3c(c2)OCCO3)CC1
i	24.0	CS(=O)(=O)c1ccc(Cl)c(NC(=O)CN2CCN(C(=O)c3cccs3)CC2)c1
i	55.8	Cc1ccc(OCCC(=O)Nc2ccc(S(=O)(=O)N3CCCC3)cc2)cc1
i	46.3	O=C(Cc1ccccc1[N+](=O)[O-])NNC(=O)c1cccs1
i	30.2	Cn1nnnc1Sc1ncnc2scc(-c3ccc(C#N)cc3)c12
i	39.9	CC(C)Oc1ccc(C(=O)CCN2CCOCC2)cc1
i	31.3	CN(C)CCO/N=C(\c1ccc(Br)cc1)c1cccnc1
i	37.8	O=C(Cc1ccc(Cl)cc1)Nc1cccc(S(=O)(=O)N2CCCCC2)c1

T cell modulator	T cell modulator vesicle-bound %	smiles
i	28.3	C[C@H]1CN([C@@H](C)CO)C(=O)c2cc(NC(=O)C3CCCCC3)ccc2O[C@H]1CN(C)C(=O)Nc1ccc2c(c1)OCO2
i	50.2	CCc1cccc(C)c1NC(=O)COC(=O)CSCc1ccccc1
i	51.6	O=C(CNS(=O)(=O)c1ccc(F)cc1)N1CCCC1
i	34.9	Cc1c(C(=O)O)sc(S(=O)(=O)N2CCN(C(=O)Cc3ccc(F)cc3)CC2)c1C(=O)O
i	33.3	Cc1ccccc1N1C(=O)C2CCCN2C1=S (stereo not drawn)
i	56.1	Nn1c(SCC(=O)Nc2cccnc2Cl)nnc1-c1ccccc1
i	54.9	Nc1cc(=O)[nH]c(SCC(=O)N2CCCC2)n1
i	24.2	CCCNC(=O)C1CN(C(=O)c2nn(Cc3ccccc3)c(=O)c3ccccc23)c2ccccc2O1 (stereo not drawn)

T cell modulator	T cell modulator vesicle-bound %	smiles
i	29.8	CCN1C(=NCc2cc(OC)c(OC)c(OC)c2)N[C@@H](c2cccc(C(F)(F)F)c2)C(C(=O)OC)=C1C
i	16.8	O=C(COC(=O)CC1CC2CCC1C2)Nc1ccccc1[N+](=O)[O-] (stereo not drawn)
i	37.4	COc1cc(C(=O)NCC(c2ccco2)N2CCCC2)ccc1OCc1ccccc1 (stereo not drawn)
i	47.7	COc1ccccc1CNC(=O)COC(=O)c1ccc(Cl)nc1
i	45.6	CC(c1ccncc1)C(C)c1ccncc1 (stereo not drawn)
i	52.8	COc1ccc([C@H]2CC(=O)C=C(c3cccc(Cl)c3O)C2)cc1OC
i	39.0	O=S(=O)(Nc1ccc(-n2cnnn2)cc1)c1cccs1
i	42.1	O=C(Nc1ccc2c(c1)OCO2)c1ccccn1

Arranged by molecular weight (lowest first): 7 of the compounds above.
T cell modulator	T cell modulator vesicle-bound %	smiles
i	45.6	CC(c1ccncc1)C(C)c1ccncc1 (stereo not drawn)
i	54.9	Nc1cc(=O)[nH]c(SCC(=O)N2CCCC2)n1
i	16.8	O=C(COC(=O)CC1CC2CCC1C2)Nc1ccccc1[N+](=O)[O-] (stereo not drawn)
i	47.7	COc1ccccc1CNC(=O)COC(=O)c1ccc(Cl)nc1
i	52.8	COc1ccc([C@H]2CC(=O)C=C(c3cccc(Cl)c3O)C2)cc1OC
i	37.4	COc1cc(C(=O)NCC(c2ccco2)N2CCCC2)ccc1OCc1ccccc1 (stereo not drawn)
i	29.8	CCN1C(=NCc2cc(OC)c(OC)c(OC)c2)N[C@@H](c2cccc(C(F)(F)F)c2)C(C(=O)OC)=C1C

(further entries)
T cell modulator	T cell modulator vesicle-bound %	smiles
i	41.1	CCCCCn1c(=O)[nH]c2cc(C(=O)NC3CCN(Cc4ccccc4)CC3)ccc2c1=O
i	5.9	COc1ccc(-c2sc3ccccc3c2-c2ccc(OCCN3CCCCC3)cc2)cc1
i	2.8	CCN(C[C@H]1N[C@@](CC)(C(=O)OC)[C@H]2C(=O)N(C)C(=O)[C@@H]12)C(C)=O
i	43.0	O=C(OCCOc1ccccc1)c1cccc(S(=O)(=O)N2CCOCC2)c1
i	12.9	COc1ccc(N2CCN(C(=O)c3ccc(-c4nc5ccccc5s4)o3)CC2)cc1
i	38.0	CN1CCN(C(=O)C2=C[C@H](C3CC3)C[C@H](OCc3ccc(CO)cc3)O2)CC1
i	12.1	CCN(C[C@H]1N[C@@](Cc2ccccc2)(C(=O)OC)[C@H]2C(=O)N(C)C(=O)[C@@H]12)C(=O)Nc1ccc(C)cc1
i	19.6	C=C1CCN([C@@H](CC(C)C)C(=O)NCc2ccc(OC)cc2)S(=O)(=O)c2ccccc21

T cell modulator	T cell modulator vesicle-bound %	smiles
i	45.1	CN(C(=O)COC(=O)c1ccc(=O)n(Cc2ccccc2)n1)C1CCCCC1
i	14.8	Cc1csc(=O)n1CC(=O)OCC(=O)Nc1ccc(C(N)=O)cc1
i	52.6	O=C(Nc1cccc(S(=O)(=O)N2CCCC2)c1)c1ccco1
i	40.8	Cc1ccc(NC(=O)C(C)Sc2nnc(C)n2C2CC2)cc1S(=O)(=O)N1CCOCC1 (stereo not drawn)
i	50.5	NC(=O)c1ccsc1NC(=O)CSc1nnc(NC2CC2)s1
i	9.3	C[C@H](CO)N1C[C@H](C)[C@@H](CN(C)S(C)(=O)=O)Oc2c(NC(=O)C3CCCCC3)cccc2C1=O
i	37.5	N=c1n(CC(=O)c2ccc(Br)cc2)c2ccccc2n1Cc1ccccc1
i	17.4	COc1ccc(-c2csc3ncnc(Sc4nnnn4C)c23)cc1

T cell modulator	T cell modulator vesicle-bound %	smiles
i	52.4	CC(C)[C@H](NC(=O)c1ccccc1F)C(=O)NC1CCCCC1
i	49.3	Cc1ccc(S(=O)(=O)N(C)c2ccc(OCC(=O)OCc3ccc(C#N)cc3)cc2)cc1
i	36.4	O=C(CCc1nc2ccccc2c(=O)[nH]1)Nc1cc(Cl)ccc1N1CCCCC1
i	51.4	Cc1ccccc1NC(=O)Cc1nc(COC(=O)c2ccc(S(C)(=O)=O)c([N+](=O)[O-])c2)cs1
i	42.5	Cc1c(C(=O)OCC(=O)NC2CCCCC2)oc2ccccc12
i	19.7	CCCCCCC(=O)Nc1ccc(S(=O)(=O)Nc2onc(C)c2C)cc1
i	32.6	O=C(NCc1cccnc1)c1cccc(S(=O)(=O)Nc2cccc(Cl)c2)c1
i	42.2	Cc1nc(NC(=O)COC(=O)c2ccc(CO)cc2)c(Cl)cc1Cl

T cell modulator	T cell modulator vesicle-bound %	smiles
i	44.3	O=C(CCNS(=O)(=O)c1ccc(F)c(F)c1)NCCN1CCOCC1
i	50.8	COC(=O)C1=C(C(=O)OC)[C@@H]2Nc3ccccc3[C@@]23C[C@@H](C(=O)OC)N(C(=O)NC2CCCCC2)C3=N1
i	11.0	CC(C)(C)[C@H]1COC(=O)CCCC/C=C\C[C@H](CC(=O)N(CCO)Cc2ccccc2)C(=O)N1
i	56.5	O=C(Nc1ccccc1C(=O)Nc1ccccc1)c1ccccc1Br
i	57.3	O=C(NC1CC1)c1ccc2c(c1)S(=O)(=O)c1cc(Cl)ccc1C2=O
i	65.9	COc1ccccc1C(=O)NCC(=O)N1CCN(c2ncccn2)CC1
i	15.3	O=C(CC1SC(N2CCOCC2)=NC1=O)Nc1ccccc1Cl (stereo not drawn)
i	6.8	COCCCN(C(=O)C1CCCCC1)c1c(N)n(Cc2ccccc2)c(=O)[nH]c1=O

T cell modulator	T cell modulator vesicle-bound %	smiles
i	55.8	CC1(CCc2ccccc2)NC(=O)N(CC(=O)Nc2c(F)cccc2F)C1=O (stereo not drawn)
i	13.5	CC(C)=CCC/C(C)=C/CNC(=O)CC1C[C@H](C(=O)N2CCOCC2)[C@@]2(C)c3[nH]c4ccccc4c3CCN2C1=O (stereo partly drawn)
i	25.5	CSCCC(NC(=O)c1cccc(C)c1)C(=O)NNC(=O)c1cccs1 (stereo not drawn)
i	33.5	CCCc1cc(=O)oc2c(C)c(OCC(=O)N3CCC(C(N)=O)CC3)ccc12
i	14.5	CC(=O)C[C@@H](O)CC(=O)[C@H]1OC(=O)CCCCCCCCc2ccccc21
i	13.4	CCN(c1ccccc1)S(=O)(=O)c1cccc(C(=O)NCCN2CCOCC2)c1
i	36.6	Cc1ccc(NS(=O)(=O)c2cccc(C(=O)N3CCN(C(=O)c4ccco4)CC3)c2)cc1
i	9.4	CCCCc1cc(=O)oc2cc(OCC(=O)N3C[C@H]4C[C@@H](C3)c3cccc(=O)n3C4)ccc12

T cell modulator	T cell modulator vesicle-bound %	smiles
i	4.5	CSc1ncccc1C(=O)OCC(=O)c1cc(C)n(C)c1C
+	10.0*	Cc1ccc(NC(=O)COC(=O)CCc2c[nH]c3ccccc23)c(C)c1
i	33.6	COc1ccc(S(=O)(=O)N2CCN(C(=O)C3CC3)CC2)cc1Br
i	45.2	Cc1cccc(NC(=O)c2ccc(OCc3c(C)noc3C)cc2)n1
i	45.0	CCOc1ccc(S(=O)(=O)N2CCCCC2)cc1NC(=O)Cc1ccsc1
i	46.7	Cc1cc(NC(=O)COC(=O)c2cnccn2)ccc1Br
i	39.1	Cc1ccc(C(=O)NNCC(=O)Nc2ccc(Cl)cc2F)cc1
i	42.1	CC(Sc1n[nH]c(-c2cccs2)n1)C(=O)Nc1ccc(C(N)=O)cc1 (stereo not drawn)

T cell modulator	T cell modulator vesicle-bound %	smiles
i	23.4	CCOc1ccc(S(=O)(=O)Nc2cc(S(=O)(=O)N3CCOCC3)ccc2OC)cc1
i	29.3	CC(=O)c1ccc([N+](=O)[O-])cc1
i	35.8	COc1ccc(-c2nc(S(=O)(=O)c3ccccc3)c(NCCCN3CCOCC3)o2)cc1
i	14.6	COc1ccc(NC(=O)N(C)C[C@H]2Oc3ccc(NC(=O)c4ccncc4)cc3C(=O)N([C@H](C)CO)C[C@@H]2C)cc1
i	20.7	COc1cccc(C(=O)Nc2cccc(S(=O)(=O)NC3=NCCC3)c2)c1
i	35.3	CN(C(=O)CSc1ccc2c(c1)OCCO2)c1ccccc1
i	8.0	COc1cccc(N2CCN(C(=O)CCNS(=O)(=O)c3ccc(F)c(F)c3)CC2)c1
i	52.7	O=C(CSc1ccccc1F)Nc1ccc2c(c1)OCO2

T cell modulator	T cell modulator vesicle-bound %	smiles
i	37.5	Cc1ccc(-c2cc(C(=O)OCC(=O)NC3CC3)c3ccccc3n2)cc1
i	9.7	Cc1ccc2c(c1)[C@H]1[C@H](CO2)[C@H](c2ccccc2)[C@]2(C)C(=O)Nc3cc(F)c(F)cc3C(=O)N12
i	35.9	COc1ccc(CC(=O)Nc2cccc(S(=O)(=O)N3CCCCC3)c2)cc1
i	37.3	CN(Cc1ccccc1)C(=O)c1nc[nH]c1C(=O)N1CCN(c2ccccc2)CC1
i	49.7	Cn1cccc1C(=O)OCc1nc2ccccc2c(=O)[nH]1
i	18.8	Cc1ccc(NC(=O)COC(=O)CCC2CCCC2)c(Br)c1
i	46.2	Cc1nnc(SCC(=O)NCCC2=CCCCC2)[nH]c1=O
i	44.5	Cc1ccc(O)c(Cn2nnc3ccccc32)c1

T cell modulator	T cell modulator vesicle-bound %	smiles
i	42.2	COc1ccccc1N1CCN(C(=O)C2CCCN(S(=O)(=O)c3ccc(C)cc3)C2)CC1 (stereo not drawn)
i	28.8	Nc1ccc(S(=O)(=O)Nc2nccs2)cc1
i	31.3	O=C(OCCCc1cc2ccccc2c(=O)o1)c1ccc(C(F)(F)F)cc1
i	51.8	O=C1CCC([N+](=O)[O-])C(c2ccc(-c3ccccc3)cc2)N1 (stereo not drawn)
i	19.5	c1ccc(Cn2cc(-c3cccnc3)cn2)cc1
i	16.1	C#CCOCCOCCOCCNc1nc(N2CCN(C(=O)[C@H](CCCN=C(N)N)n3cc(C(N)[C@@H](C)CC)nn3)CC2)nc(N2CCN(C(=O)[C@H](CC(N)=O)n3cc([C@@H](N)C(C)C)nn3)CC2)n1 (stereo partly drawn)
i	30.0	O=C(CN1CCN(c2ccccc2O)CC1)Nc1ccc2c(c1)OCCCO2
i	61.8	O=C(Nc1ccc(OC(F)(F)F)cc1)C1CC(=O)N(Cc2ccco2)C1 (stereo not drawn)

T cell modulator	T cell modulator vesicle-bound %	smiles
i	24.5	O=C(NCc1ccccn1)c1ccc(NS(=O)(=O)c2cccc([N+](=O)[O-])c2)cc1
i	44.4	O=C(NCCCN1CCCC1=O)C1CCN(S(=O)(=O)c2ccc(Cl)cc2)CC1
i	15.6	C=C(C)COc1cc2oc(=O)c(CC(=O)N3C[C@H]4C[C@@H](C3)c3cccc(=O)n3C4)c(C)c2cc1Cl
i	30.0	COc1ccc(C(=O)NCC(C)NC(=O)c2ccc(OC)cc2)cc1 (stereo not drawn)
i	27.9	C=CCC[C@H](Cc1ccc(F)cc1)C(=O)OC[C@@H](NC(=O)[C@H](CC=C)CC(=O)NCCO)c1ccccc1
i	29.3	Nc1nnc(SCC(=O)Nc2cc(S(=O)(=O)N3CCOCC3)ccc2N2CCCC2)s1
i	24.7	C/C=C(\C)C(=O)O[C@H](c1cc2ccc(=O)oc2cc1OC)[C@@H](O)C(C)(C)O
i	30.1	CCN(CC(=O)Nc1ccc(NC(C)=O)cc1)C(=O)c1cccc2ccccc12

The list is partial; count on the stated rates, not on these rows.
